PI4K2A block = qHTS for small molecular inhibitors of PI4K2A. Phosphatidylinositol 4-kinase type 2-alpha (Homo sapiens), Q9BTU6. purified PI4K2A, ADP-Glo luminescence, 1 h; stronger effect = lower value. activity change, negative = inhibition, % at 76.9 µM. 420,000 tested, 0.13% active. AID 1346378, 2018; in the data active means activity change below about -50%; inconclusive means mostly about -30% to -49%;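 further: -100% = wells without enzyme as full effect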
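Compounds are screened against recombinant PI4K2A using PI as substrate and ATP, the latter dispensed at 300 microM. Reactions run one hour at ambient temperature before ADP-Glo detection; full inhibition defined by wells lacking enzyme.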
LDHA inh = qHTS assay for inhibitors of human lactate dehydrogenase; L-lactate dehydrogenase A chain (Homo sapiens), P00338; activity change, % (values are at about 110 or 230 µM); 480,000 tested, 0.15% active; purified LDHA, NADH/diaphorase-resazurin fluorescence; stronger effect = lower value; in the data active means activity change below about -30%; inconclusive means mostly about -25% to -30%;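 further: plate controls were DMSO wells for no effect and wells without enzyme for full effect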
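Remaining NADH was detected by diaphorase (0.133 mg/mL) converting 37 µM resazurin to fluorescent resorufin, read at 0 and 20 minutes. The preceding 5-minute room-temperature reaction used 2 nM LDHA, 0.2 mM sodium pyruvate and 0.06 mM NADH at pH 7.4.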
RXFP1 ag = qHTS Assay for Agonists of the Relaxin Receptor RXFP1. Relaxin receptor 1 (Homo sapiens), Q9HBX9. HEK293T-RXFP1 cAMP TR-FRET, 30 min; response scale: percent of porcine relaxin response, buffer zero. Potency, µM (doses to about 57.5 µM), for inactives: at the highest dose activation, usual class: activators. 370,000 tested, 0.3% active; further: potency means the concentration at half of the fitted maximal effect; on the % scale 0 is the no-effect control and ±100 the full control effect; nearly all actives have a fitted effect of over 60% in size; many of its hits are not listed in these tables
Target sequence (Q9HBX9 whole entry, looked up): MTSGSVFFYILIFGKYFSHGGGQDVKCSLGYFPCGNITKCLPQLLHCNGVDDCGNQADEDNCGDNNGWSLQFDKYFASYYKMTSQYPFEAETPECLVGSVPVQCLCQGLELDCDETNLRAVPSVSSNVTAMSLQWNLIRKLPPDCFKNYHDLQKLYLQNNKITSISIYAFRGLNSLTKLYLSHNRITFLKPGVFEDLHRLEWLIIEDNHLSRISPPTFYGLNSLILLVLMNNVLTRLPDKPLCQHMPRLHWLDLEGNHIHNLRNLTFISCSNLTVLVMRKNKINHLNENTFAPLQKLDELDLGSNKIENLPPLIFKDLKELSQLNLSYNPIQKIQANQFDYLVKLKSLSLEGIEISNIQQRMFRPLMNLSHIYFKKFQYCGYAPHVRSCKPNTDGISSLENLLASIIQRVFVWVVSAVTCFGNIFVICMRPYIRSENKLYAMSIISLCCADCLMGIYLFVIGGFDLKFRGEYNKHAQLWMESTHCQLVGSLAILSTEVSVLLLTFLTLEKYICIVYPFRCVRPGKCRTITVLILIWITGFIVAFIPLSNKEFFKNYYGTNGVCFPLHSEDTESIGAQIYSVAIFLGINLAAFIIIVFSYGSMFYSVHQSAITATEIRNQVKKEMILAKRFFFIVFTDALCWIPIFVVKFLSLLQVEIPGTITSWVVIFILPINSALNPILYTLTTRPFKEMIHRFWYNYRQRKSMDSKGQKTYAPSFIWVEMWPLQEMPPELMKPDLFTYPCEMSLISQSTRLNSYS
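HEK293T cells stably expressing RXFP1 were pretreated with the PDE4 inhibitor Ro 20174, exposed to compounds for 30 min at 37C, lysed, and cAMP was read by TR-FRET. Data normalized to buffer (basal) and 29 nM porcine relaxin (100%).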
Vif-A3G inh = qHTS for Inhibitors of Vif-A3G Interactions: qHTS; DNA dC->dU-editing enzyme APOBEC-3G (Homo sapiens), Q9HC16; HeLa A3G-eYFP + Vif (tagged APOBEC3G with the HIV-1 protein that degrades it), YFP fluorescence, overnight; Potency, µM (doses to about 46.1 µM), inactives show top-dose activity, negative = active, actives largely listed as inhibitors; 410,000 tested, 0.076% active;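 further: potency means the concentration at half of the fitted maximal effect; on the % scale 0 is the no-effect control and ±100 the full control effect; nearly all actives have a fitted effect of over 60% in size; hits raise eYFP signal because A3G escapes Vif-driven loss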
Target sequence (Q9HC16 whole entry, looked up): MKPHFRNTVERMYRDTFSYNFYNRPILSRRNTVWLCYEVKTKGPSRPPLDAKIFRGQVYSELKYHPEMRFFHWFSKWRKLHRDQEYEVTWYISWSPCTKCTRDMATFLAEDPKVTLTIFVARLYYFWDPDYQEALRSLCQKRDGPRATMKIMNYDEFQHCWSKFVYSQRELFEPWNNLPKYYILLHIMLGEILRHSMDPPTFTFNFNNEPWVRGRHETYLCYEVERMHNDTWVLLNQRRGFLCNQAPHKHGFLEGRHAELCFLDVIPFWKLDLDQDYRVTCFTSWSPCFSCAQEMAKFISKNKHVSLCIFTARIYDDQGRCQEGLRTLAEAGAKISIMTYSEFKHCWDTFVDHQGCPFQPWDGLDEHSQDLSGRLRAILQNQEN
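HeLa cells stably expressing Vif and C-terminally eYFP-tagged A3G, seeded overnight at 37 deg C, then exposed to compound by pintool overnight at 37 deg C. Rise in yellow fluorescence (Ex 488/Em 500-530, Acumen) marks blocked Vif-driven A3G degradation.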
Glioma ERSR ind = qHTS for Inducers of the Endoplasmic Reticulum Stress Response (ERSR) in Human Glioma: qHTS | 420,000 tested, 0.02% active | U87-MG GRP78 promoter luciferase reporter, 16 h | Potency, µM, inactives show top-dose activation, actives largely listed as activators; further: potency means the concentration at half of the fitted maximal effect; series mostly up to about 76 µM; % of control where 0% means no effect; nearly all actives have a fitted effect of over 35% in size
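ERSR induction read as luciferase luminescence (Bright-Glo, 10 min at room temperature) in stably transfected human U87-MG glioma cells exposed to compounds for 16 h, using GRP78 as sensor.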
Vif-APOBEC3F blk = qHTS for Inhibitors of Vif-A3F Interactions: qHTS; HeLa A3F-eYFP + Vif (tagged APOBEC3F with the HIV-1 protein that degrades it), YFP fluorescence increase; 390,000 tested, 0.2% active; AID 602313, 2012; Potency, µM (doses to about 46.1 µM), inactives show at the top dose activity, negative = active; further: potency means the concentration at half of the fitted maximal effect; % of control where 0% means no effect; nearly all actives have a fitted effect of over 65% in size
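Fluorescence increase (Ex 488/Em 500-530) after overnight compound treatment at 37 deg C flags inhibition of Vif-driven A3F-eYFP loss in stable HeLa A3F-eYFP/Vif cells seeded overnight beforehand.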
IDH1 R132H inh = qHTS for Inhibitors of mutant isocitrate dehydrogenase 1 (IDH1): qHTS | IDH1-R132H enzyme, NADPH consumption, diaphorase/resazurin fluorescence | Potency, µM (titrated, usually from 76.6 µM), without a hit: at the top dose activity change, negative = inhibition, usual class: inhibitors | 390,000 tested, 0.093% active | Isocitrate dehydrogenase [NADP] cytoplasmic (Homo sapiens), O75874 | AID 602179, 2012; further: potency means the concentration at half of the fitted maximal effect; on the % scale 0 is the no-effect control and ±100 the full control effect; nearly all actives have a fitted effect of over 65% in size
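IDH1-R132H (0.5 ug/mL) preincubated 30 min with compound, then NADPH (0.016 mM) and alpha-KG (2 mM) added; 80 min at RT, pH 7.5. Remaining NADPH coupled via diaphorase/resazurin to fluorescence (540/590 nm); concentration-response curves normalized to no-enzyme control.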
USP1 inh = Inhibitors of USP1/UAF1: Primary Screen | Potency, µM (doses to about 57.1 µM), for inactives: top-dose activity change, negative = inhibition, actives largely listed as inhibitors | recombinant USP1/UAF1, Ub-Rhodamine cleavage fluorescence | AID 743255, 2014 | 390,000 tested, 0.23% active; further: potency means the concentration at half of the fitted maximal effect; on the % scale 0 is the no-effect control and ±100 the full control effect; nearly all actives have a fitted effect of over 60% in size; inactives centre near -12
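Step one: compound is pinned into 1nM USP1/UAF1 in HEPES pH 7.8 buffer with TCEP. Step two: 15 min room-temperature incubation. Step three: Ub-Rho (150nM final) starts cleavage, tracked by fluorescence over six one-minute reads.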
TrxR1 substrate = qHTS Assay for Substrates of Mammalian Selenoprotein Thioredoxin Reductase 1 (TrxR1): qHTS; Thioredoxin reductase 1, cytoplasmic (Rattus norvegicus), O89049; purified TrxR1 substrate turnover, NADPH consumption readout; Potency, µM (top dose mostly 114 µM), inactives show top-dose activity change, negative = substrate turnover; 390,000 tested, 0.01% active; further: potency means the concentration at half of the fitted maximal effect; on the % scale 0 is the no-effect control and ±100 the full control effect; nearly all actives have a fitted effect of over 50% in size
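Rat TrxR1, dispensed at 90 nM, was prereduced with 400 uM NADPH (final) for 5 min at ~22 deg C, then incubated with compound 15 min before 400 uM selenite. A first-read NADPH fluorescence drop versus no-compound background flagged substrates.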
Starred values were filed as active, the others as inactive; u = inconclusive; x = no result given; & = joins results of further samples; [ ] = dose if it differs, or a comment. Unless noted, the call rests on the fitted dose curve; in most records, active means well fitted curve in the direction sought with a large enough effect; inconclusive means small, poorly fitted or top-dose-only effect, or another doubt; inactive means no such curve, though single readings can be large; an effect the other way counts as inactive or inconclusive. Only part of the results is shown. The share of hits here may be higher or lower than overall.

SMILES	PI4K2A block	LDHA inh	RXFP1 ag	Vif-A3G inh	Glioma ERSR ind	Vif-APOBEC3F blk	IDH1 R132H inh	USP1 inh	TrxR1 substrate
CCN(CC(=O)Nc1ccc(NC(C)=O)cc1)C(=O)CSCC(=O)Nc1ccc(C)cc1	1	-4	0.5%	-1%	-5%	0%	0%	-20%	-10%
Cn1nnnc1NCc1cccc(Cl)c1	-4	-7	3.9%	2%	-2%	16%	12%	-15%	-10%
CC(=O)Nc1ccc(C=NNc2ccc([N+](=O)[O-])cc2S(=O)(=O)Nc2ccccc2C(=O)O)cc1	5	-6	x	1%	1%	3%	-8%	-18%	-12%
O=C(CSc1nc2ccccc2c(=O)n1CC1CCCO1)NCCc1ccccc1 (configuration not stated)	-2	-1	0.4%	2%	2%	-2%	6%	-22%	1%
CCOC(=O)c1cc(C(C)=O)n2ccccc12	-3	-6	6.7%	-5%	-6%	-4%	7%	-10%	5%[57.1 µM]
C=CCc1cccc(/C=N/NC(=O)CNc2ccccc2OC)c1O	2	0	-0.2%	-3%	-2%	-16%	-2%	-11%	-11%
Cc1cc(Oc2ccccc2)nc(-c2ccccc2)n1	-2	0	0.0%	1%	1%	-7%	6%	-6%	2%
CCOC(=O)c1c(CC(C)C)csc1NC(=O)COC(=O)c1ccc(O)cc1	3	-5	5.2%	1%	-4%	-3%	-7%	-2%	-4%
CC(C)N(CCNC(=O)c1oc(=O)c2ccccc2c1-c1ccccc1)Cc1ccco1	3	0	1.6%	-7%	-2%	u	0%	-22%	6%
Cc1ccc(NC(=O)CN(C)C(=O)Cn2cc(C(F)(F)F)ccc2=O)cc1	-2	-5	0.7%	-1%	-1%	4%	-4%	-11%	4%
O=C(Nc1nc2ccccc2s1)NC1CCCCC1	-9	-11	1.6%	0%	2%	2%	4%	-5%	-4%
COc1ccccc1NS(=O)(=O)c1cc(C(=O)N2CCCCCCC2)ccc1C	-6	-3	-0.9%	0%	-6%	-14%	-4%	0%	-4%
CC(=O)Nc1cccc(-c2ccnc3c2CC(C(=O)Nc2cccc(OC(F)(F)F)c2)O3)c1 (configuration not stated)	-2	-1	x	-16%	-5%	x	x	x	x
COC(=O)Cn1c(CCC(=O)O)ccc1-c1ccccc1	1	0	1.2%	0%	-1%	-9%	6%	-24%	98%[activator]
CN(Cc1cnn(C)c1)C(=O)c1sc2cccc(Cl)c2c1Cl	9	-7	8.0%	7%	-7%	5%	10%	6%	8%[57.1 µM]
C=CCOc1ccc(/C=C/C(=O)OC(C)C(=O)Nc2ccc(NC(C)=O)cc2)cc1 (configuration not stated)	-4	-2	0.7%	-7%	-2%	-9%	0%	4%	-4%
Cc1cc(C(=O)OCC(=O)NC2CCS(=O)(=O)C2)c2ccccc2n1 (configuration not stated)	3	-5	5.7%	-3%	-2%	-21%	8%	-15%	12%[57.1 µM]
COc1cccc(-c2cc(C(=O)NCc3cccs3)no2)c1	4	-3	-6.8%	-3%	4%	-10%	0%	-8%	3%
COc1cccc(Nc2ccc(C(=O)O)cc2[N+](=O)[O-])c1	-4	-9	3.6%	0%	-5%	2%	3%	-11%	-6%
COC(=O)c1ccc(NC(=O)CN(C)S(=O)(=O)c2ccc3c(c2)CCCC(=O)N3)cc1	-6	-4	1.7%	-1%	-2%	0%	3%	-28%	2%
O=C(CCc1nc2sc3c(c2c(=O)[nH]1)CCCC3)NCCc1ccccc1	3	-4	2.7%	-6%	-1%	-5%	-3%	-4%	-9%
Cc1nc2nc(N)nc(OCc3ccccc3)c2nc1C	-1	-3	x	-3%	-8%	5%	1%	1%	130%[activator][57.1 µM]
Cc1cc([N+](=O)[O-])nn1CCCC(=O)Nc1sc2c(c1C(N)=O)CCC(C)C2 (configuration not stated)	5	-5	2.3%	0%	-2%	-17%	2%	-14%	-8%
CN1CCN(c2nc3c(c(=O)[nH]c(=O)n3C)n2CCSc2nc3ccccc3s2)CC1	-9	-6	-0.7%	-1%	-2%	8%	0%	-16%	-2%[57.1 µM]
CCOC(=O)c1[nH]c(=S)[nH]c1C	3	-8	x	-2%	-3%	-3%	6%	-3%	2%[57.1 µM]
CCN(CC(=O)c1c(N)n(C)c(=O)n(C)c1=O)c1cccc2ccccc12	0	12	2.7%	-4%	-2%	-11%	-1%	-17%	-7%
Nc1ccccc1Sc1ccccc1[N+](=O)[O-]	2	1	0.7%	-9%	-3%	-9%	-1%	-12%	-7%
O=C(Nc1ccc(F)cc1)OCCN1CCN(Cc2ccccc2)CCC1=O	1	2	3.1%	-1%	3%&6%	-3%	8%	-19%	4%
CCCn1c(=O)[nH]c(=O)c2c1nc(-c1ccc(OC(F)(F)C(F)C(F)(F)F)cc1)n2CCOC (configuration not stated)	1	0	-0.3%	-2%	0%	1%	2%	-14%	24%[57.1 µM]
CN(C)C(=O)COc1ccccc1C(=O)OCC(=O)Nc1ccc(Oc2ccc(Br)cc2)cc1	x	2	x	-2%	0%	x	x	x	7%
CC(C)OC(=O)CSc1nnc(-c2ccc(Cl)cc2)n1N	-1	-8	1.6%	-2%	-1%	-5%	0%	-5%	3%
COC(=O)c1cc(Sc2c(Cl)cccc2Cl)ccn1	4	-3	1.0%	-1%	6%	-11%	3%	-27%	5%[57.1 µM]
CCCn1c(SCC(=O)Nc2cccc(Cl)c2Cl)n[nH]c1=O	-1	-13	3.3%	-1%	-5%	-16%	-2%	-4%	-7%
CCc1ccc(NC(=O)[C@H](C)NC(=O)C2CCN(C(=O)[C@@H](N)C(C)C)CC2)cc1	-4	0	0.0%	2%	-5%	-8%	-3%	-5%	2%
Cc1ccccc1C(=O)Nc1ccc(N(C)C)c2ccccc12	-7	4	-3.9%	-13%	7%	-2%	7%	-21%	-7%
O=C1CCCN1c1cc(Cl)ccc1Cl	2	-14	0.3%	0%	1%	-7%	14%	2%	4%
O=C(COc1ccccc1)N[C@@H]1c2ccccc2CC[C@H]1OCc1ccccc1	-1	3	x	0%	-3%	4%	3%	-8%	-8%
O=C(COC(=O)c1ccc(Br)c(S(=O)(=O)N2CCOCC2)c1)NC1CC1	2	-6	x	0%	-5%	1%	-7%	-5%	-2%[57.1 µM]
Cc1ccc(NC(=O)CN(C)S(=O)(=O)c2ccc3c(c2)CCC(=O)N3)c(C)c1	2	0	0.9%	5%	0%	-5%	-5%	-13%	-2%
CCc1ccc(C(=O)C(C)OC(=O)c2cccc(S(=O)(=O)N3CCOCC3)c2)cc1 (configuration not stated)	-6	-2	0.3%	5%	-1%	12%	0%	-10%	-5%[57.1 µM]
COc1ccc2ccccc2c1/C=N/NC(=O)c1nnn(-c2nonc2N)c1CN(C)C	-4	-8	0.3%	-4%	2%	7%	-22%	2%	0%[57.1 µM]
Cc1cc(=O)oc(C)c1C(=O)NCCNC(=O)c1c(C)cc(=O)oc1C	4	1	-0.7%	2%	-4%	-3%	0%	-14%	0%
O=C(CSc1nnnn1-c1ccccc1)N1N=CCC1c1ccccc1 (configuration not stated)	7	-3	2.8%	-1%	1%	-5%	6%	-11%	-22%[57.1 µM]
Cc1ccc(N2CCN(C(=O)c3cn(C)c4ccc(S(=O)(=O)N(C)C)cc4c3=O)CC2C)cc1 (configuration not stated)	-7	5	-3.7%	0%	1%	-4%	-5%	-5%	-15%
CC(C)c1nn2c(N)c(/C=C3\C=Nc4ccccc43)c(=O)nc2s1	0	-5	0.1%	-6%	2%	-9%	1%	-8%	-2%[57.1 µM]
COc1ccc(N2CCN(Cc3nc4c(c(=O)[nH]c(=O)n4C)n3Cc3ccc(Cl)cc3)CC2)cc1	-7	-2	-0.6%	4%	-4%	0%	21%	23%	-9%
Cn1c(=O)c2c(nc(NC3CCCC3)n2C)n(C)c1=O	6	-1	23%	-1%	-7%	u	-5%	-4%	-2%
Cc1ccc(C(=O)Nc2cccc3cccnc23)cc1C	-1	-9&7	0.0%	0%	4%	-3%	10%	-19%	4%[57.1 µM]
Cc1ccc(-c2nnn(CC(=O)N(c3ccccc3F)C(C(=O)NC3CCCC3)c3ccco3)n2)o1 (configuration not stated)	-3	6	2.2%	-4%	-4%	-12%	-2%	-10%	6%
CCOC(=O)c1ccc(NC(=S)NCCc2ccc(OC)c(OC)c2)cc1	12	-3	-2.5%	2%	-2%	-12%	4%	u	7%[57.1 µM]
CCc1ccc(C(=O)c2cn(CC(=O)Nc3ccc4c(c3)OCO4)c3ccc(CC)cc3c2=O)cc1	-11	2	19%	u	-1%	u	14%	-13%	-4%
O=C(CCS(=O)(=O)c1ccc(Cl)cc1)NCCN1C(=O)S/C(=C\c2ccccc2F)C1=O	2	2	1.5%	1%	8%	2%	-2%	-10%	-13%

Bioassay records: PubChem, National Center for Advancing Translational Sciences (NCATS)
